CBFb-RUNX1 inh = CBF-beta/RUNX1 interaction disruption. AlphaScreen CBFb-His/RUNX1-biotin binding, biochemical. Potency, µM (series often up to 59.8 µM), for the others: at the highest dose activity, negative = inhibition, actives largely listed as inhibitors. Q01196+Q13951. 230,000 tested, under 10 active; note: % of control where 0% means no effect
Target sequence (Q01196 whole entry, looked up): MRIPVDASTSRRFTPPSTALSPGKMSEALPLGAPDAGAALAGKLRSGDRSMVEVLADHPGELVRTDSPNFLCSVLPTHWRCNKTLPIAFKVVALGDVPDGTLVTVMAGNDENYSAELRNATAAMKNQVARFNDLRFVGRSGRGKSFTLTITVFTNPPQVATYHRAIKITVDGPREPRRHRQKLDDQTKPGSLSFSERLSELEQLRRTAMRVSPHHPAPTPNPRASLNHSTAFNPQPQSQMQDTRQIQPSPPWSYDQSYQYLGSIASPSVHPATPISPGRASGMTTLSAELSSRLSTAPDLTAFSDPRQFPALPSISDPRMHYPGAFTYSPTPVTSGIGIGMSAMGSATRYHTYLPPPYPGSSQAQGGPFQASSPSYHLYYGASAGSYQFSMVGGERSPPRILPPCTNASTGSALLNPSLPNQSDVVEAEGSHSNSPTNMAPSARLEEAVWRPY
Target sequence (Q13951 whole entry, looked up): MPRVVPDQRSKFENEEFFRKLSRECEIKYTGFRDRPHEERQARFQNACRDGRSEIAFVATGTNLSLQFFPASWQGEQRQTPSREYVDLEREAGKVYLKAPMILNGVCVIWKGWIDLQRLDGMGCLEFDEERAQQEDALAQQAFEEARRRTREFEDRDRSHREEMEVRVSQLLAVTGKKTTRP
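Inhibition was taken as any reduction in AlphaScreen signal from the CBF-beta–RUNX1 pair (His and biotin tags, 30 nM each), measured after compound (15 min) and bead (90 min) incubations at room temperature.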
Tau fluor counter = counter-screen for tau fibril formation inhibitors. tau K18 P301L (four-repeat tau fragment) Alexa594 fluorescence, heparin fibrillization. Potency, µM (top dose mostly 57.7 µM), for inactives: top-dose activity change, negative = decrease. 280,000 tested, 0.93% active; note: potency is the fitted concentration of half-maximal effect; % is set by controls: 0 for no effect and ±100 for the full control effect; nearly all actives have a fitted effect of over 55% in size
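Human K18 P301L tau (15 uM unlabeled plus 0.24 uM Alexa 594-labeled, final) in 100 mM sodium acetate pH 7 was mixed with compound and 20 uM heparin and incubated 6 hr at 37 C.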
NPSR antag = antagonists of human neuropeptide S receptor cAMP signaling. CHO-NPSR cells, cAMP TR-FRET, antagonist mode. 220,000 tested, 1% active. Potency, µM (titrated, usually from 38.3 µM), for the others: top-dose activity change, negative = inhibition, actives largely listed as inhibitors. Q6W5P4. AID 1461; note: potency is the fitted concentration of half-maximal effect; % is set by controls: 0 for no effect and ±100 for the full control effect; nearly all actives have a fitted effect of over 50% in size; many of its hits are not listed in these tables
TR SRC2 fluor cs = Texas Red fluorescence interference in TRb-SRC2 counter-screen. TRb/SRC2 Texas Red total fluorescence interference. Potency, µM (series often up to 106 µM), for inactives: at the highest dose fluorescence change, negative = quenching. 280,000 tested, 0.29% active. AID 1479; active = well fitted curve in either direction with a large enough effect; inconclusive = small, poorly fitted or top-dose-only effect; note: potency is the fitted concentration of half-maximal effect; % is set by controls: 0 for no effect and ±100 for the full control effect
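Human TRb ligand-binding domain at 0.6 uM with 20 nM Texas Red SRC2 peptide in Tris buffer containing 1 uM T3 and 5% DMSO, incubated with compound 5 h at ambient temperature. Total fluorescence (555/632 nm) calculated as parallel + 2 × perpendicular.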
TRb-SRC2 inh = inhibitors of human thyroid hormone receptor beta-SRC2 interaction. 280,000 tested, 0.065% active. Potency, µM (top dose mostly 106 µM), without a hit: at the highest dose activity change, negative = inhibition, hits mostly inhibitors. P10828. TRbeta-SRC2 peptide binding, fluorescence polarization; receptor liganded with 1 µM T3;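 note: potency is the fitted concentration of half-maximal effect; plate controls were bound peptide for no effect and peptide without receptor for full effect; nearly all actives have a fitted effect of over 50% in size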
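TRb LBD 0.6 uM + Texas Red SRC2 peptide 20 nM, 1 uM T3, Tris buffer w/ 5% DMSO; compound pinned, 5 h RT; FP read ex 555/em 632; normalized to unbound and bound controls.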
Epigenetic derep = regulators of epigenetic silencing causing reporter derepression in mouse cells; murine LDR cells, GFP reporter derepression, 30 h; AID 1865; 280,000 tested, 0.2% active; Potency, µM (titrated, usually from 53.9 µM), for the others: at the highest dose GFP activation, most hits filed as activators; note: potency is the fitted concentration of half-maximal effect; % of control where 0% means no effect; nearly all actives have a fitted effect of over 60% in size
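Reporter derepression read as number of fluorescent GFP-positive objects, 20-120 um in size, counted by laser-scanning cytometer. Mouse LDR line with an epigenetically silenced CMV-GFP locus; compound incubation 30 h, 37 C.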
GLA spleen mod = alpha-galactosidase A (human) modulation; human spleen homogenate, 4MU-alpha-Gal fluorescence, 40 min; Potency, µM (doses to about 80 µM), for the others: top-dose activity change, negative = inhibition, usual class: inhibitors; 240,000 tested, 0.008% active; AID 2107;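 note: potency is the fitted concentration of half-maximal effect; 0% = enzyme with vehicle and -100% = no enzyme basal signal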
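qHTS titration in buffer at pH 5.0. Alpha-galactosidase activity in spleen homogenate was measured via 4-methylumbelliferone release from 1 mM fluorogenic substrate after 40 min at 37C and a pH 10 stop. AC50 came from Hill fits of control-normalized data.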
Tau fibril FP = inhibitors of human tau fibril formation. P10636. K18 P301L tau heparin fibrillization, Alexa594 FP, 6 h. Potency, µM (doses to about 57.7 µM), without a hit: at the top dose activity, negative = inhibition, actives largely listed as inhibitors. 280,000 tested, 0.39% active; note: potency is the fitted concentration of half-maximal effect; % is set by controls: 0 for no effect and ±100 for the full control effect; nearly all actives have a fitted effect of over 55% in size
Target sequence (P10636 561-689 P618L limits assumed): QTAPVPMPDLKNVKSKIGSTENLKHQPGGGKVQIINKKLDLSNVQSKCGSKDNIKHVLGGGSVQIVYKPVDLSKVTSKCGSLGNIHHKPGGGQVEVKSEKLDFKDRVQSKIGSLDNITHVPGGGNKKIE
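Human K18 P301L fragment (15 uM unlabeled plus 0.24 uM Alexa 594-labeled) in 100 mM sodium acetate pH 7 with compound, aggregation induced by 20 uM heparin for 6 hr at 37 C. ThT (30 uM) added for 1 hr, then Alexa 594 FP read.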
* hit, by the source's call; u = inconclusive; x = no result given; & = joins results of further samples; [ ] = remark or other dose. Unless noted, calls come from the whole dose curve; as a rule, active = well fitted curve in the direction sought with a large enough effect; inconclusive = small, poorly fitted or top-dose-only effect, or another doubt; inactive = no such curve, though single readings can be large; an effect the other way counts as inactive or inconclusive. Only part of the results is shown (hit frequency here may not be typical).

SMILES	CBFb-RUNX1 inh	Tau fluor counter	NPSR antag	TR SRC2 fluor cs	TRb-SRC2 inh	Epigenetic derep	GLA spleen mod	Tau fibril FP
O=C(c1ccc2c(c1)OCO2)N(c1ccccc1)C1C=CS(=O)(=O)C1 (stereo not given)	1%	3%	-4%[46.1 µM]	2%	3%	1.2%	u	4%
CN1CCN(S(=O)(=O)c2cccc(C(=O)N3CCc4ccccc43)c2)CC1	3%	5%	3%	1%	2%	-0.2%	3%	-1%
NCCCCCc1nnc(SCC(=O)c2ccc(Cl)cc2)o1	6%	0%	11%[46.1 µM]	2%	1%	5.7%	0%	3%
CN(C)CCN1C(=O)C(O)=C(C(=O)c2cc3ccccc3o2)C1c1ccc(N(C)C)cc1 (stereo not given)	-7%	-23%	4%	-1%	17%	-1.0%	-2%	3%
S=c1[nH]nc(CCc2nc3ccccc3[nH]2)n1-c1cccc(Cl)c1	8%	-8%	3%	-1%[53 µM]	7%[53 µM]	5.2%	1%	5%
Cc1ccc(C2(C)NC(=O)N(CC(=O)Nc3ccc4[nH]c(=O)[nH]c4c3)C2=O)cc1 (stereo not given)	4%	u	1%	-3%	1%	4.7%	20%	u
Cc1ccc(C(C(=O)NC2CCCCC2)N(C(=O)c2csnn2)C2CC2)o1 (stereo not given)	6%	-8%	-10%[46.1 µM]	-2%	-5%	1.9%	10%	3%
COc1ccc(-n2c(-c3ccco3)nc3c(cnn3-c3ccccc3C)c2=O)cc1	4%	-15%&-4%	u	0%&0%	4%&3%	2.0%&2.6%	1%	-3%&5%
Cc1[nH]n(-c2ccc(C(=O)O)cc2)c(=O)c1CCO	9%	-7%	4%	-3%	1%	-0.5%	3%	-11%
C=CCn1c(C(CCCC)CC(O)COCCC)n[nH]c1=S (stereo not given)	-2%	7%	-6%	-4%	5%	1.1%	1%	10%
Cc1oc(-c2ccccc2Cl)nc1CSCC(=O)NC1CCCC1	0%	-14%	-5%[46.1 µM]	-3%	-2%	-0.2%	6%	-2%
O=C(N/N=C/c1ccc(Br)o1)c1ccc2c(c1)OCCO2	-12%	-9%	-34%	-4%	-2%	1.0%	-3%	8%
COc1cc(CNCCc2ccccc2)cc(Cl)c1OCc1ccccc1	1%	-19%	u	-1%	-7%	u	-8%	-11%
CC(OC(=O)c1ccco1)C(=O)NCc1cccs1 (stereo not given)	6%	-2%	2%[46.1 µM]	0%	-4%	0.0%	-8%	u
Cn1cc(C(=O)NCc2cccs2)c(=O)c2cc(S(=O)(=O)N3CCCC3)ccc21	-2%	-18%	-8%	-4%	-4%	-2.1%	-3%	0%
CC(C)c1ccc(CCNC(=O)c2ccc([N+](=O)[O-])cc2)cc1	-4%	u	1%	-26%	1%	0.0%	6%	0%
CC(C)C(NS(=O)(=O)c1ccc(-c2ccc(Br)cc2)cc1)C(=O)O (stereo not given)	10%	x	x	-5%	7%	x	-1%	x
CCOc1ccc(C2CC(c3cccc(C)c3)n3nc(N)nc3N2)cc1 (stereo not given)	-2%	-8%	-5%	-1%	0%	-1.0%	-4%	-7%
Cn1c(CNc2ccc(F)cc2)nnc1SCC(=O)NNC(=O)Cc1ccccc1	-6%	10%	10%	-1%	-1%	1.1%	0%	4%
CCCCCCCCCCCCCCCC(=O)OC[C@H](COP(=O)([O-])OCC[N+](C)(C)C)OC(=O)CCCCCCCCCCCCCCC	2%	1%	0%	1%	-10%	0.3%	-4%	7%
CC(C)COP(=O)(OCC(C)C)C(O)c1ccccc1F (stereo not given)	10%	-19%	-7%[46.1 µM]	-1%	3%	0.0%	-10%	-5%
CC(C)(C)c1cc(C(=O)NNS(=O)(=O)c2ccccc2)n[nH]1	6%	-13%	-5%	0%	-6%	-1.1%	9%	-15%
COc1ccc(CCNC(=O)CCCn2c(=O)c3ccccc3n(Cc3c(C)cc(C)cc3C)c2=O)cc1OC	x	1%	x	-12%	5%	-0.9%	x	3%
COc1ccc2cc3cc(C(=O)NCC4CCCO4)oc3nc2c1 (stereo not given)	14%	2%	-2%[46.1 µM]	0%	-9%	-0.8%	u	0%
COc1cccc(/C=N/n2c(-c3cccs3)n[nH]c2=S)c1	-4%	-23%	-16%[46.1 µM]	-5%	0%	-2.1%	-25%	5%
O=C(NNCC(O)COc1ccccc1)c1ccccc1 (stereo not given)	6%	-6%	12%	-2%	7%	-1.9%	0%	4%
Cc1ccc(-n2nnc3c(=O)n(Cc4cc(C)ccc4C)cnc32)cc1	-1%	-4%	-12%	1%	-7%	-1.0%	3%	-6%
CN(C)CCNC(=O)c1ccc2c(c1)N(Cc1ccc(F)cc1)CCS2	-7%	-22%	-2%[46.1 µM]	0%	0%	0.7%	u	11%
CCOc1ccc(N2C(=O)CC(N(CCc3ccc(OC)c(OC)c3)C(=S)Nc3ccccc3)C2=O)cc1 (stereo not given)	-4%	-7%	-12%[46.1 µM]	8%	8%	2.3%	7%	7%
Cn1cc(C(=O)CCl)c2ccccc21	11%	-2%	u	-1%[53 µM]	-1%[53 µM]	3.1%	11%	0%
Cc1ccc(CNC2=NCCCCC2)n1C	5%	-13%	1%[46.1 µM]	-6%	2%	-1.0%	-3%	u
O=C(Nc1ccc(N2CCOCC2)cc1)C1CC(=O)N(c2ccc(Cl)cc2)C1 (stereo not given)	5%	-13%	0%	1%	-1%	3.4%	-4%	3%
CCOCCOc1nc2c(c(=O)n(C)c(=O)n2C)n1CCc1ccccc1	0%	-6%	-6%[46.1 µM]	0%	11%	0.0%	1%	-3%
COCCn1c(SCc2cc(C(C)=O)ccc2OC)nc2cc(Cl)ccc2c1=O	0%	-24%	-15%	-1%	1%	-1.6%	3%	12%
C=C(C)CN1CCN(c2ccc(N3C(=O)CCCC3=O)cc2[N+](=O)[O-])CC1	8%	-1%	11%	-1%	-3%	-1.3%	-4%	4%
CCOC(=O)Cn1c(=O)oc2cc(S(=O)(=O)Nc3cc(OC)cc(OC)c3)ccc21	x	-24%	x	-4%	8%	0.0%	x	-13%

In the list so far, these have a COOH group.
SMILES	CBFb-RUNX1 inh	Tau fluor counter	NPSR antag	TR SRC2 fluor cs	TRb-SRC2 inh	Epigenetic derep	GLA spleen mod	Tau fibril FP
Cc1[nH]n(-c2ccc(C(=O)O)cc2)c(=O)c1CCO	9%	-7%	4%	-3%	1%	-0.5%	3%	-11%
CC(C)C(NS(=O)(=O)c1ccc(-c2ccc(Br)cc2)cc1)C(=O)O (stereo not given)	10%	x	x	-5%	7%	x	-1%	x

Continuation:
SMILES	CBFb-RUNX1 inh	Tau fluor counter	NPSR antag	TR SRC2 fluor cs	TRb-SRC2 inh	Epigenetic derep	GLA spleen mod	Tau fibril FP
COC(=O)c1c(C(=O)OC)c(-c2ccc(C)cc2)n2c1CS(=O)C2 (stereo not given)	-1%	-7%	u	0%	9%	-1.7%	-4%	-2%
CCC(C)N(CC(=O)Nc1cccc(C)c1C)C(=O)CCl (stereo not given)	-2%	-3%	-3%	-1%	1%	5.2%	-1%	-1%
C=CCNC(=O)c1ccc(-c2nc(-c3ccccc3)cs2)cc1	9%	-6%	-21%[46.1 µM]	3%	-19%	0.0%	0%	-2%
O=C(NCc1ccc2c(c1)OCO2)C1CCC(=O)N1C1CCCC1 (stereo not given)	3%	-6%	18%	0%	0%	0.0%	2%	3%
NC(=O)C1CCN(c2ncnc3c2cnn3-c2ccccc2)CC1	x	-4%	x	-2%	-10%	1.1%	x	0%
O=C(O)C1C2CCC(C2)C1C(=O)NCc1ccccn1 (stereo not given)	-10%	1%	8%[46.1 µM]	1%	0%	1.3%	9%	-3%
O=C(Nc1c2c(nc3ccccc13)CCCC2)c1ccccc1Cl	6%	3%	-1%	-1%	1%	18%	1%	6%
CN(CCO)CCC(=O)NC1(C)CS(=O)(=O)CC1S(=O)(=O)O (stereo not given)	15%	4%	12%	-1%	-3%	-4.7%	3%	-5%
COC(=O)c1cc(OC)c(OC)cc1NC(=S)N1CCCC1	1%	-4%	9%	1%	5%	-0.1%	-2%	-4%

Record cards (already shown):
COC(=O)c1c(C(=O)OC)c(-c2ccc(C)cc2)n2c1CS(=O)C2 (stereo not given) as listed: CBFb-RUNX1 inh = -1%; Tau fluor counter = -7%; NPSR antag = u; TR SRC2 fluor cs = 0%; TRb-SRC2 inh = 9%; Epigenetic derep = -1.7%; GLA spleen mod = -4%; Tau fibril FP = -2%
COC(=O)c1cc(OC)c(OC)cc1NC(=S)N1CCCC1 as listed: CBFb-RUNX1 inh = 1%; Tau fluor counter = -4%; NPSR antag = 9%; TR SRC2 fluor cs = 1%; TRb-SRC2 inh = 5%; Epigenetic derep = -0.1%; GLA spleen mod = -2%; Tau fibril FP = -4%
CN(CCO)CCC(=O)NC1(C)CS(=O)(=O)CC1S(=O)(=O)O (stereo not given) as listed: CBFb-RUNX1 inh = 15%; Tau fluor counter = 4%; NPSR antag = 12%; TR SRC2 fluor cs = -1%; TRb-SRC2 inh = -3%; Epigenetic derep = -4.7%; GLA spleen mod = 3%; Tau fibril FP = -5%
